Screening results: PubChem BioAssay, NCI
Growth percent in the NCI-60 one-dose screen (48 h, 10 µM unless noted): 100 = growth as untreated, 0 = no growth, -100 = all killed.
UACC-257 – UACC-257 melanoma | 78,000 compounds, 4.4% hits | AID 1794764
UACC-62 – UACC-62 melanoma; 81,000 compounds, 5.4% hits
HOP-92 – HOP-92 NSCLC cells. 71,000 compounds, 6.3% hits. AID 1794738
MALME-3M – MALME-3M melanoma. 78,000 compounds, 5.8% hits
EKVX – EKVX NSCLC | AID 1794765 | 71,000 compounds, 3% hits
HOP-62 – HOP-62 NSCLC | 80,000 compounds, 3.9% hits | AID 1794735
M14 – M14 melanoma. 80,000 compounds, 6.2% hits. AID 1794745
A549/ATCC – A549/ATCC NSCLC | 81,000 compounds, 3.7% hits | AID 1794740
* hit, by the source's call; . = no result given; & = joins results of further samples. The calls were made as follows: active = growth percent below 10; inactive = the rest.

item | molecule | UACC-257 | UACC-62 | HOP-92 | MALME-3M
1 | C=C1C(=O)O[C@H]2[C@H]1CC/C(Cn1cc(CNC(=O)Cc3cn(C(=O)c4ccc(Cl)cc4)c4ccc(OC)cc34)nn1)=C\CC[C@@]1(C)O[C@@H]21 | 10 | 8.3* | -66* | -76*
2 | CCOC(=O)c1c(Cl)nc2ccccc2c1Cl | 113 | 73 | 80 | 151
3 | CC(=O)OCCCCCCl | 90 | 105 | 88 | 84
4 | O=C(/C=C/c1ccco1)Nc1ncc(Cc2cccc(C(F)(F)F)c2)s1 | 25 | 5.2* | 64 | 5.4*
5 | O=C(Cn1nc(-c2ccccc2)ccc1=O)NN1C(=O)c2ccccc2C1=O | 113 | 106 | 125 | 90
6 | Cn1cnc([N+](=O)[O-])c1S(=O)(=O)Oc1cccc2ccccc12 | 71 | 81 | . | -40*
7 | NS(=O)(=O)c1cn(-c2ccc([N+](=O)[O-])cc2[N+](=O)[O-])ccc1=O | 111 | 107 | 77 | 78
8 | CCN(CC)c1ccc(CNc2cc(C)nc3ccc(OC)cc23)cc1 | 19 | . | 21 | -78*
9 | Cc1ccc(/C=N/c2n[nH]c(Nc3ccccc3)n2)cc1 | 110 | 100 | 117 | 106
10 | O=S(=O)(c1ccc(F)cc1)N(CCCCCN(S(=O)(=O)c1ccc(F)cc1)S(=O)(=O)c1ccc(F)cc1)S(=O)(=O)c1ccc(F)cc1 | 102 | 86 | 80 | .

item | EKVX | HOP-62 | M14 | A549/ATCC
1 | 53 | 79 | -32* | 68
2 | 106 | 132 | 101 | 115
3 | . | 109 | 99 | 95
4 | 25 | 1.3* | -10* | 12
5 | 101 | 102 | 107 | 108
6 | 97 | 85 | -63* | 98
7 | 96 | 91 | . | 101
8 | 26 | 102 | 49 | 70
9 | 93 | 105 | 110 | 104
10 | 102 | 96 | 98 | 97

Later entries.
item | molecule | UACC-257 | UACC-62 | HOP-92 | MALME-3M
11 | O=C(c1ccc(O)cc1)c1ccccc1O | 90 | 110 | 82 | 168
12 | CN(C)c1nc(NCCNS(=O)(=O)c2ccc(C(=O)/C=C/c3ccc(C(F)(F)F)cc3)cc2)nc(Nc2ccc(F)cc2)n1 | 24 | -5.7* | . | -2.4*
13 | Cc1ccc(-c2cc(C(=O)N=Nc3c(O)[nH]c4ccccc34)c3ccccc3n2)cc1 | 81 | 62 | 22 | 37
14 | COc1ccc2nc(Cl)c(Cn3nnc(Cc4ccccc4)n3)cc2c1 | . | 35 | . | 34
15 | COc1nc(=O)n(C2OC(CO)C(O)C2O)cc1C (stereo not drawn) | 99 | 107 | 82 | .
16 | CCN(CC)CCNc1ccc(CO)c(Cl)c1 | . | 108 | . | 96
17 | CC1=CC(=O)C2(C)C(C)=C(C)C12C (stereo not drawn) | 94 | 87 | 77 | 99
18 | N#C/C(=C1C=C(Br)/C(=N\O)C=C\1Cl)c1ccc(Cl)cc1 | 92 | 74 | 84 | 120
19 | COc1ccc2c(c1)oc1c3[nH]c4ccccc4c3c3c(c21)C(=O)N(C(=O)OC(C)(C)C)C3=O | 98 | 69 | 78 | 82
20 | Nc1n[nH]c(=S)n1-c1ccc(Cl)cc1 | 93 | 96 | 86 | 102

item | EKVX | HOP-62 | M14 | A549/ATCC
11 | . | 94 | 106 | 100
12 | 14 | 69 | -48* | 10
13 | 38 | 66 | 71 | 2.5*
14 | 24 | . | 30 | 31
15 | 99 | 96 | 96 | 99
16 | . | 99 | 107 | .
17 | 86 | 95 | 101 | 101
18 | 94 | 104 | 102 | 86
19 | 66 | 84 | 66 | 94
20 | 106 | 94 | 101 | 100

Carrying on.
item | molecule | UACC-257 | UACC-62 | HOP-92 | MALME-3M
21 | O=C(CSc1nnc(-c2ccc(NC(=O)c3cccnc3)cc2)o1)N[C@@H](Cc1ccccc1)C(=O)O | 100 | 97 | 84 | 100
22 | Cc1ccc(S(=O)(=O)NN=C(c2ccccc2)c2ccccc2)cc1 | 100 | 70 | 76 | 108
23 | CSc1nnc(C2=CC(=O)c3ccccc3C2=O)n1-c1ccc(Cl)cc1 | 95 | 90 | . | 86
24 | O=C(O)CCCCC(=O)SCc1ccccc1 | 101 | 96 | 88 | 87
25 | CC(CCCCCCCCC(=O)CCCCCCCCCC(O)COC1OC(CO)C(O)C(O)C1O)/C(O)=C1\C(=O)NC(Cc2ccc(O)cc2)C1=O (stereo not drawn) | . | 101 | 96 | 102
26 | Cc1ccc(S(=O)(=O)N2CCCC2CO)cc1 (stereo not drawn) | 107 | 104 | 77 | 84
27 | CCCCC(CC)c1nc2ccccc2s1 (stereo not drawn) | 94 | 85 | 78 | 79
28 | CC(=O)NCCCS(=O)(=O)O | 104 | 101 | 82 | 106
29 | COc1cc(/C=C2\CC/C(=C\c3cc(CN4CCCCC4)c(O)c(OC)c3)C2=O)cc(CN2CCCCC2)c1O | 115 | 102 | 87 | 140
30 | COc1ccc(/C(C)=N/N=C2C(=O)Nc3ccc(F)cc32)cc1S(N)(=O)=O | 100 | 87 | 83 | 100

item | EKVX | HOP-62 | M14 | A549/ATCC
21 | 99 | 94 | 97 | 104
22 | 99 | 103 | 104 | 98
23 | . | 81 | 82 | 70
24 | 106 | 89 | 107 | 93
25 | 100 | 86 | 100 | 86
26 | 101 | 188 | 95 | 103
27 | 95 | 81 | 82 | 88
28 | 99 | 105 | 111 | 114
29 | 104 | 112 | 129 | 112
30 | 91 | 86 | 98 | 98

The listing continues.
item | molecule | UACC-257 | UACC-62 | HOP-92 | MALME-3M
31 | Cc1cn(CCC(=O)NO)c(=O)[nH]c1=O | 99 | 97 | 92 | 97
32 | CN(C)CCCC(C#N)(c1ccccc1)c1ccccc1 | 92 | 95 | 101 | 113
33 | Cc1cc(C(N)=O)cc(C)c1C(=O)O | 86 | 99 | 100 | 105
34 | Cc1cc(C)n(C(=O)CSc2ncnc3c2c(-c2ccccc2)c(-c2ccccc2)n3-c2cccc(Cl)c2)n1 | 98 | 74 | 75 | 104
35 | C=CCn1c(-c2nc3ccc(C(=C(C#N)C#N)c4ccccc4)cc3[nH]2)cc2cc(Br)ccc21 | 71 | 40 | 63 | 84
36 | Nc1ccc(C(=O)NC(CCC(=O)O)C(=O)O)cc1 (stereo not drawn) | 98 | 101 | 90 | 100
37 | COc1cc2cc3cc4cc(OC)c(OC)cc4c(C)[n+]3cc2cc1OC (tested in a mixture with another compound) | 51 | 84 | 143 | 86
38 | OC(c1cc(-c2cccc(Cl)c2)nc2ccccc12)C1CCCCN1 (stereo not drawn) | -92* | -41* | -18* | -70*
39 | CCNC(=O)c1ccc2c(c1)NC(c1cc3ccccc3[nH]c1=O)c1c(n[nH]c1C(C)(C)C)N2 (stereo not drawn) | 102 | 113 | 102 | 92
40 | O=C(CCc1nnc2sc(Cc3ccccc3Cl)nn12)c1nc2ncccc2[nH]1 | 107 | 83 | 78 | 94

item | EKVX | HOP-62 | M14 | A549/ATCC
31 | 97 | 97 | 102 | 105
32 | 108 | 102 | 104 | 103
33 | 105 | 90 | 103 | 78
34 | 78 | 79 | 102 | 93
35 | 43 | 60 | . | 52
36 | 94 | 101 | 103 | 97
37 | 61 | . | 78 | .
38 | 47 | -67* | -82* | -90*
39 | . | 112 | 104 | 102
40 | 95 | 92 | 97 | 104

(listing goes on)
item | molecule | UACC-257 | UACC-62 | HOP-92 | MALME-3M
41 | CCN1CCN(C(=O)[C@]23CCC(C)(C)C[C@@H]2C2=CC[C@@H]4[C@@]5(C)C/C(=C/c6ccncc6)C(=O)C(C)(C)[C@@H]5CC[C@@]4(C)[C@]2(C)CC3)CC1 | -2.0* | -86* | -11* | -88*
42 | Ic1ccc(OCCCCCn2ccnc2)cc1 | 74 | 63 | 24 | 85
43 | O=[N+]([O-])c1ccc(OP(=O)(O)O)cc1 | 106 | . | 99 | 100
44 | CN(/N=C\c1ccc([N+](=O)[O-])cc1)c1ccccn1 | 97 | 90 | 103 | 126
45 | O=C1OC2(c3ccc(O)cc3Oc3cc(O)ccc32)c2ccccc21 | 100&89 | 104&97 | 87&82 | 93&116
46 | COc1ccc(-c2c(N)cnc(C(=O)O)c2C)c(OCc2ccccc2)c1OC | 98 | 99 | 97 | 104
47 | C=CCn1c2ccc(Br)cc2c2c3c(c4c5ccccc5ccc4c21)C(=O)N(O)C3=O | 97 | 70 | 109 | 126
48 | N#Cc1cnn2c(-c3ccc(Cl)cc3)nc(NCc3ccccc3)nc12 | 89 | 64 | 84 | 101
49 | COC(=O)CCCNc1c(-c2c(O)c(O)cc3c(O)c(-c4c(C)cc5c(-c6nc7ccccn7c6NCCCC(=O)OC)c(O)c(O)cc5c4O)c(C)cc23)nc2ccccn12 | . | 41 | 55 | 40
50 | COc1ccccc1Nc1nc(-c2cc3cccc(C(F)(F)F)c3oc2=O)cs1 | 57 | . | 27 | 78

item | EKVX | HOP-62 | M14 | A549/ATCC
41 | 15 | -67* | -76* | 4.3*
42 | 56 | 90 | 84 | 83
43 | 103 | 89 | 103 | 104
44 | 69 | 111 | 113 | 89
45 | 94&86 | 96&120 | 97&108 | 93&99
46 | . | 107 | 96 | 99
47 | 96 | 123 | 105 | 91
48 | 83 | 74 | 95 | 74
49 | 62 | 37 | 60 | 23
50 | 36 | 25 | 13 | 17

Remaining list, next part:
item | molecule | UACC-257 | UACC-62 | HOP-92 | MALME-3M
51 | COc1cc2c3c(c1O)-c1cc4c(cc1CC3OCC2)OCO4 (stereo not drawn) | 98 | 96 | 88 | 137
52 | O=C1C=CC(=O)N1c1cccc2c(N3C(=O)C=CC3=O)cccc12 | 96 | 118 | . | 111
53 | O=C(O)/C(=C\c1ccccc1Cl)c1ccccc1 | . | 92 | 85 | 113
54 | Cc1cc(Cl)c2c(c1)C(=N/O)/C(=C\c1ccco1)O2 | 66 | 68 | 106 | 100
55 | O=C1/C(=C/c2ccc(Br)cc2)COc2ccc(O)cc21 | 103 | 79 | 100 | 92
56 | CCCOc1cnc(N)nc1 | 102 | 99 | 106 | 103
57 | COc1cc(Cl)cc(-c2nn(C(=O)NCCN3CCN(C)CC3)cc2-c2ccncc2)c1 | 90 | 50 | . | 55
58 | Cc1nn(-c2ccccc2)c2nc3nc(-c4ccncc4)nc(N)c3c(-c3ccc(Cl)cc3)c12 | . | 90 | 55 | 86
59 | COc1cc(-c2nc3ccccc3s2)cc(CN2CCN(c3ccccc3)CC2)c1O | 105 | 86 | 75 | 103
60 | O=C1C(Cl)=C(SC2=NCCN2)C(=O)c2ccccc21 | 37 | 74 | . | -50*

item | EKVX | HOP-62 | M14 | A549/ATCC
51 | . | 89 | 108 | 96
52 | . | 99 | 99 | 92
53 | . | 99 | 104 | 100
54 | 98 | 108 | 96 | 70
55 | 99 | 99 | 84 | 91
56 | 103 | 100 | 101 | 103
57 | 37 | 25 | 60 | 53
58 | . | 86 | 95 | 86
59 | 79 | 87 | 94 | 72
60 | 94 | 99 | 4.4* | 95

The results go on:
item | molecule | UACC-257 | UACC-62 | HOP-92 | MALME-3M
61 | CC1CCCC1OC(=O)c1ccc([N+](=O)[O-])cc1 (stereo not drawn) | 93 | 104 | 101 | 99
62 | CC(=O)Nc1ccc(-n2cnc3cc(-c4ccc(O)cc4)ccc32)cc1F | 60 | 14 | 55 | 66
63 | COCCOC(=O)Nc1c(Cl)cccc1Cl | 107 | 112 | . | 99
64 | COc1cccc(-c2nc3sccn3c2-c2ccnc(NCCNC(=O)c3cc(C(F)(F)F)cc(C(F)(F)F)c3)n2)c1 | 100 | 70 | 38 | 94
65 | CCN1C(=S)N(CC)C2C1NN=c1s/c(=C3\C(=O)N(C(C)C)c4ccccc43)c(=O)n12 (stereo not drawn) | 91 | 97 | . | 90
66 | CC(C)Cc1ccc(-c2ccc(=O)n(-c3ccc(S(N)(=O)=O)cc3)n2)cc1 | . | 87 | 84 | 91
67 | COc1cc(C(=O)NNC(=O)CSc2nnc(-c3ccc(Cl)cc3)o2)cc(OC)c1OC | 94 | 92 | 102 | 112
68 | O=c1onc(-c2ccccc2)c2ccccc12 | 120 | 103 | 95 | 121
69 | COc1cc(-c2c3c(cn2CCN2CCOCC2)-c2oncc2CC3)cc(OC)c1OC | 127 | 84 | 98 | 107
70 | O=C(Nc1nccs1)c1ccc(Cl)cc1 | 83 | 94 | 105 | 116

item | EKVX | HOP-62 | M14 | A549/ATCC
61 | . | 100 | 104 | 106
62 | 61 | 44 | 35 | 34
63 | . | 116 | 101 | 105
64 | 84 | 109 | 79 | 81
65 | 107 | 78 | 73 | 75
66 | . | 95 | 92 | 102
67 | 107 | 85 | 95 | 90
68 | 121 | 117 | 118 | 109
69 | 95 | . | 98 | 108
70 | 110 | 100 | 103 | 85

Of the compounds above, these contain a nitro group on carbon:
item | molecule | UACC-257 | UACC-62 | HOP-92 | MALME-3M
6 | Cn1cnc([N+](=O)[O-])c1S(=O)(=O)Oc1cccc2ccccc12 | 71 | 81 | . | -40*
7 | NS(=O)(=O)c1cn(-c2ccc([N+](=O)[O-])cc2[N+](=O)[O-])ccc1=O | 111 | 107 | 77 | 78
43 | O=[N+]([O-])c1ccc(OP(=O)(O)O)cc1 | 106 | . | 99 | 100
44 | CN(/N=C\c1ccc([N+](=O)[O-])cc1)c1ccccn1 | 97 | 90 | 103 | 126
61 | CC1CCCC1OC(=O)c1ccc([N+](=O)[O-])cc1 (stereo not drawn) | 93 | 104 | 101 | 99

item | EKVX | HOP-62 | M14 | A549/ATCC
6 | 97 | 85 | -63* | 98
7 | 96 | 91 | . | 101
43 | 103 | 89 | 103 | 104
44 | 69 | 111 | 113 | 89
61 | . | 100 | 104 | 106

(further entries)
item | molecule | UACC-257 | UACC-62 | HOP-92 | MALME-3M
71 | Cc1ccccc1NC(=O)C(C)C | 104 | 102 | 92 | 108
72 | COc1cccc(-c2nn(-c3ccccc3)cc2-c2ccnc(NCCCO)c2)c1 | . | . | 42 | 51
73 | COc1ccc(/C=C/c2cc(/C=C/c3ccc(OC)c(OC)c3OC)n(-c3ccccc3)n2)c(OC)c1OC | 103 | 86 | 59 | 105
74 | CSc1cc(C)[o+]c(C)c1 | 90&112 | 91&97 | 64&90 | 105&88

item | EKVX | HOP-62 | M14 | A549/ATCC
71 | 110 | 94 | 106 | 104
72 | 68 | 27 | 13 | 35
73 | 89 | 107 | 85 | 91
74 | 99&92 | 92&103 | 105&92 | 99&101
